Assay outcomes from PubChem BioAssay.
EPAC1 ag: EPAC1 (human) agonism. AID 720707. 360,000 compounds, 0.073% hits. Potency, µM (doses to about 154 µM), inactives show at the top dose activation, hits mostly activators. O95398. EPAC1 agonist qHTS, biochemical assay; response scale: 100% = response to 6.5 mM cAMP; note: potency is the fitted concentration of half-maximal effect; nearly all actives have a fitted effect of over 60% in size
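Compounds were pinned as a concentration titration into mixtures of EPAC1 (100 nM), BODIPY-GDP-loaded Rap1B (250 nM) and GDP (50 uM). After 5 min at room temperature, fluorescence was followed for 30 min; activity was scaled to 6.5 mM cAMP.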
EPAC2 antagonist: EPAC2 (human) antagonism. Q8WZA2. EPAC2 GEF exchange of Rap1B-BODIPY-GDP, fluorescence. Potency, µM (doses to about 114 µM), without a hit: at the top dose activity, negative = inhibition, actives largely listed as inhibitors. 360,000 compounds, 0.18% hits; note: potency is the fitted concentration of half-maximal effect; % is set by controls: 0 for no effect and ±100 for the full control effect; nearly all actives have a fitted effect of over 45% in size; many of its hits are not listed in these tables
Target sequence (Q8WZA2 whole entry, looked up): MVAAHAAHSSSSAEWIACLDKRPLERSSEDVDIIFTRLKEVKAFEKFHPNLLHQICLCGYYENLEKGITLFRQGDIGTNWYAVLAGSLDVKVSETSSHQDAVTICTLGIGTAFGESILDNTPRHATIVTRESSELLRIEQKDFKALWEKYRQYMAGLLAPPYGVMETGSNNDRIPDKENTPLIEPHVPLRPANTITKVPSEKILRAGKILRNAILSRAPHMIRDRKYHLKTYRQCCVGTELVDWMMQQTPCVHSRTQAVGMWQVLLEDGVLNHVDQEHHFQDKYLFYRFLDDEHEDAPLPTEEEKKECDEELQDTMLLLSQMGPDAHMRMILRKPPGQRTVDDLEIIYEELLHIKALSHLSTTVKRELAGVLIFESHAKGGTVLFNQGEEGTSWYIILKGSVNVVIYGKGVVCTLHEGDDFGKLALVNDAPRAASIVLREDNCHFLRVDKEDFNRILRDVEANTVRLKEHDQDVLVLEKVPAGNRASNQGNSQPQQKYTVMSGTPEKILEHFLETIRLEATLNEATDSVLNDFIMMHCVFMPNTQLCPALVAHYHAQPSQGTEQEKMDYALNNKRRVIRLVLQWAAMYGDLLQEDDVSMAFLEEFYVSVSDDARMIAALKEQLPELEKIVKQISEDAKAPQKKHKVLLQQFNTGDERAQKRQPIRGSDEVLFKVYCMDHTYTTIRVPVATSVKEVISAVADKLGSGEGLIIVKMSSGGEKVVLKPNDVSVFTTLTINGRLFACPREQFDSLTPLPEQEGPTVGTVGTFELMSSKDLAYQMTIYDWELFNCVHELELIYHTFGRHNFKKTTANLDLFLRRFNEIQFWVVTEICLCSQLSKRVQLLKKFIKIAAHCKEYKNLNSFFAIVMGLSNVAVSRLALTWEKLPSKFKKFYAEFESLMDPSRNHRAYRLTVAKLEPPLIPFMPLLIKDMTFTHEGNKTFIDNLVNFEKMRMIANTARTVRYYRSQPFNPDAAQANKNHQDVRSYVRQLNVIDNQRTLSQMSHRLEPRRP
EPAC1 antag: blocks human EPAC1 exchange factor; O95398; EPAC1 GEF assay, Rap1b-BODIPY-GDP exchange fluorescence; Potency, µM (top dose mostly 115 µM), inactives show top-dose activity change, negative = inhibition, usual class: inhibitors; 360,000 compounds, 0.14% hits; AID 720709;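 note: potency is the fitted concentration of half-maximal effect; plate controls were vehicle for no effect and positive control for full effect; nearly all actives have a fitted effect of over 50% in size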
CCT chaperon mod: modulators of cytosolic chaperonin (CCT/TRiC) activity. purified chaperonin ATPase assay, HTRF ADP detection, 30 min. activity change, % (test concentration not listed), hits read low. 360,000 compounds, 0.3% hits; in the data active = activity change below about -30%; note: % is set by controls: 0 for no effect and ±100 for the full control effect
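Nucleotide hydrolysis assay: TRiC at 20–40 nM final (set by batch activity) with 10 uM ATP, 30 min at 37 °C, in presence of 76 uM compound. Detection by competitive ADP HTRF, 30 min ambient.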
Mm-Cpn inhibitor: M. maripaludis TRiC chaperonin inhibition; purified Mm-Cpn ATPase, ADP Transcreener TR-FRET; Potency, µM (top dose mostly 76.9 µM), without a hit: at the highest dose activity, negative = inhibition, hits mostly inhibitors; 330,000 compounds, 0.031% hits; note: potency is the fitted concentration of half-maximal effect; % is set by controls: 0 for no effect and ±100 for the full control effect; nearly all actives have a fitted effect of over 80% in size
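Purified archaeal Mm-CPN (25nM final) preincubated 10 min at 37degC with compound, then 10uM ATP for 30 min at 37degC; ADP measured by HTRF Transcreener TR-FRET; buffer 30 mM TRIS pH 7.4, 100mM KCl, 5mM MgCl2, 1mM DTT.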
PI5P4Ka inh: PI5P4K alpha (human) kinase inhibition; 330,000 compounds, 1.2% hits; PI5P4Kalpha enzyme, ADP-Glo luminescence, 60 min; stronger effect = lower value; AID 652105; P48426; max response, %; active = max response of -50% or lower; inconclusive = between -30% and -50%; inactive = -30% or higher; note: value at the top dose of about 77 µM; % is set by controls: 0 for no effect and ±100 for the full control effect
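qHTS, 1536-well: enzyme/substrate mix, compound by pin tool, 5 microM ATP final; RT 60 min; ADP-Glo reagents 1 (45 min) then 2 (30 min); luminescence.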
WRN helicase inh: WRN helicase (human) inhibition. Q14191. 360,000 compounds, 0.46% hits. WRN helicase unwinding, fluorescent forked duplex, kinetic. Potency, µM (series often up to 114 µM), without a hit: at the top dose activity change, negative = inhibition, hits mostly inhibitors; note: potency is the fitted concentration of half-maximal effect; % is set by controls: 0 for no effect and ±100 for the full control effect; nearly all actives have a fitted effect of over 55% in size
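Kinetic red-fluorescence monitoring (525/598 nm) tracks WRN helicase activity after 100 nM fluorophore-quencher forked duplex and 2 mM ATP are added to 20 nM enzyme pretreated 15 min at room temperature with compound.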
PLK1 PBD block: PLK1 (human) polo-box domain binding inhibition; Plk1 PBD binding of FITC phosphopeptide, fluorescence polarization; Potency, µM, for the others: max response, negative = inhibition, actives largely listed as inhibitors; 360,000 compounds, 2.8% hits; AID 720504; note: potency is the fitted concentration of half-maximal effect; series mostly up to about 57 µM; % is set by controls: 0 for no effect and ±100 for the full control effect; nearly all actives have a fitted effect of over 65% in size
Starred values were filed as active, the others as inactive; ? = inconclusive; . = not tested or not shown; [ ] = another dose, or the depositor's remark. Unless noted, calls come from the whole dose curve; as a rule, active = well fitted curve in the direction sought with a large enough effect; inconclusive = small, poorly fitted or top-dose-only effect, or another doubt; inactive = no such curve, though single readings can be large; an effect the other way counts as inactive or inconclusive. Some of the compounds tested; rates above refer to the full screens.

SMILES	EPAC1 ag	EPAC2 antagonist	EPAC1 antag	CCT chaperon mod	Mm-Cpn inhibitor	PI5P4Ka inh	WRN helicase inh	PLK1 PBD block
Nc1ccc(N2CCN(c3ccccc3)CC2)c(F)c1	2%	-3%	-8%	-20	0%	3	12%	-17%
Cc1ccc(C2=[N+]([O-])C3(CCCCC3=O)N(O)C2(C)C)cc1 (stereo not given)	5%	-2%	-1%	-2.4	0%	-1	-3%	-10%
Cc1ccc(NC(=S)NNC(=S)NC2CCCCC2)cc1	-8%	1%	-24%	-1.7	-4%	?	-26%	-20%
CC(=O)C(=Cc1ccccc1)c1ccccc1	8%	?	-7%	-3.8	.	-1	-4%	-8%
CN(C)S(=O)(=O)c1ccc(C(=O)OCc2ccc([N+](=O)[O-])cc2)cc1	4%	5%	-18%	-1.3	?	1	2%	-7%
CCn1c(COc2ccccc2)nnc1SCC(=O)Nc1cc(OC)ccc1OC	-9%	12%[57.1 µM]	10%	-4.2	-4%	0	-9%	-6%
Cc1cc(CNC(=O)CCc2nnc(CCCc3ccccc3)o2)nn1C	7%	-10%	-25%	-1.8	-1%	1	-3%	2%
CCCc1ccc2oc(C(=O)NCCc3cnn(C)c3)c(C)c2c1	-7%	-14%	-13%	-0.2	1%	2	-5%	-5%
COc1cccc(C2(CSc3nnc(-c4cc(OC)c(OC)c(OC)c4)o3)OCCO2)c1	11%	-15%	6%	-9.1	3%	14	-1%	1%
CC(C)N(Cc1nc(-c2ccccc2)no1)C(=O)C1CCCCC1	2%	0%	7%	1.7	0%	.	0%	-11%
C[C@H](NC(=O)[C@@H]1Cc2ccccc2CN1C(=O)OC(C)(C)C)C(=O)NCc1ccco1	-1%	6%	11%	-0.7	3%	1	-19%	-12%
O=c1[nH]nc(Cc2ccc(Cl)cc2Cl)c2ccccc12	12%	-2%	-13%	0.2	1%	0	1%	-9%
O=C(CN1C(=O)CC(c2ccco2)Sc2ccccc21)NCC1CCCO1 (stereo not given)	0%	5%	0%	0.2	1%	.	0%	-14%
CN(Cc1ccccc1)C(=O)c1[nH]cnc1C(=O)NCCCCCNC(=O)OC(C)(C)C	-7%	15%	2%	-3.3	2%	-2	4%	-8%
CCOC(=O)C1(CCCc2ccccc2)CCN(Cc2cnc(C)s2)CC1	-2%	-17%	-23%	-4.2	0%	-4	-1%	-16%
COc1cc(C(=O)Nc2nnc(C3CC3)s2)ccc1OCc1c(C)noc1C	15%	2%	-7%	0.0	-17%	5	-2%	-10%
Cc1cc(NC(=O)CSc2nc3c(c(=O)n2-c2ccc(Cl)cc2)SCC3)no1	-7%	19%	3%	1.8	.	.	-16%	-1%
C=CCNC(=O)C12CC3(C)CC(C)(CC(C)(C3)C1)C2	-8%	5%	1%	-2.1	0%	12	4%	-10%
CCOC(=O)C1CCCN(C(=O)c2ccc(C)c(F)c2)CC1 (stereo not given)	4%	1%	5%	0.9	.	0	-5%	-8%
O=C(Cc1cccc2ccccc12)N/N=C/c1ccc(Sc2nc3ccccc3s2)o1	-1%	5%	1%	-3.3	-1%	0	-1%	-4%
CC1CCN(C(=O)Cn2nnc(-c3cccs3)n2)CC1	7%	0%	12%	-1.5	2%	0	7%	1%
CCn1c(O)c(N=NC(=O)c2cccs2)c2ccccc21	2%	-5%	6%	-3.9	1%	-6	5%	-5%
CCOC(=O)c1[nH]c(=O)c2ccccc2c1O	4%	1%	-7%	1.1	1%	.	4%	0%
Cc1ccc(-n2nc3c(c2NC(=O)c2ccc4c(c2)OCO4)CSC3)c(C)c1	-3%	3%	0%	-1.6	1%	.	-2%	-3%
COc1cccc(CC(=O)Nc2ccc(S(=O)(=O)N3CCCCC3)cc2)c1	11%	-12%	-21%	0.7	0%	-1	3%	-11%
O=S(=O)(c1ccc2ccccc2c1)N1CCN(C(=S)Nc2ccc(F)c(Cl)c2)CC1	7%	0%	-16%	-3.4	-19%	5	-9%	-9%
Cn1nnnc1SCC(=O)Nc1sccc1C(N)=O	-3%	-2%	-16%	-2.0	-1%	-25	-6%	-4%
O=C(O)c1ccccc1C=NN=C1c2ccccc2-c2ccccc21	0%	-18%	?	-0.6	.	42	-8%	0%
CCCCCCn1c(NCC)nc2c1c(=O)[nH]c(=O)n2C	13%	-5%	0%	-1.8	1%	6	0%	-1%
[S-]c1nnc(-c2ccc(Br)cc2)n1-c1ccccc1.[Zn+2]	6%	16%	-12%	-0.4	-17%	-5	3%	-7%
CCOC(=O)c1[nH]cnc1C(=O)Nc1cccc(N)n1	-3%	-1%	-10%	-0.5	-1%	-24	-10%	-7%
CC(=O)c1cc(-c2ccccc2)n(CC(=O)N2CCCCC2)c1C	7%	4%	2%	-1.2	5%	.	5%	-9%
CS(=O)(=O)N1CCCC(C(=O)Nc2ccc(Br)cc2F)C1 (stereo not given)	4%	8%	16%	-0.3	3%	-1	0%	2%
CCCCn1nc2cc(C(=O)NCCc3ccc(C)cc3)ccc2c1OCC	-9%	-5%	-2%	0.2	2%	3	1%	6%
Cc1nc2cc(C(=O)N3CCc4ccccc43)ccc2n1-c1ccc(F)c(F)c1	11%	-13%	-2%	-2.3	0%	13	-24%	-3%
O=[N+]([O-])c1cc2c(c(CSc3nnnn3-c3ccc(O)cc3)c1)OCOC2	11%	6%	-21%	-0.3	-1%	1	-2%	-4%
CCn1cc(/C=C(\NC(=O)c2ccccc2)C(=O)N2CCOCC2)c2ccccc21	8%	2%	20%	-0.2	-2%	-5	1%	-4%
CN(C)CCCN(C(=O)COc1ccccc1)c1nc2cc3c(cc2s1)OCO3	14%	1%	0%	-1.4	0%	8	-11%	-5%
CC1(C)Cc2c(c(N3CCCCC3)[nH]c(=S)c2C#N)CS1	9%	3%	2%	-1.6	0%	1	-24%	-27%
Cc1ccc(N(C(=O)Cc2cccs2)C(C(=O)NC2CCCCC2)c2ccccn2)cc1C (stereo not given)	2%	-11%	3%	-0.2	-3%	8	-6%	-2%
COC(=O)c1cccc(NC(=O)c2ccc(OC)c(Cl)c2)c1	3%	-9%	-8%	-78*	2%	3	-6%	-5%
COc1ccccc1N=Nc1nc(-c2ccccc2)c(-c2ccccc2)[nH]1	15%	-1%	-24%	-1.4	1%	-3	-29%	2%
CCc1nc2ccccc2n1CCC(C)C	-2%	-1%	-12%	-0.9	-1%	-4	-7%	0%
CN1C(=O)C2(C(C#N)=C(N)N(c3cc(Cl)cc(Cl)c3)C3=C2C(=O)CCC3)c2ccccc21 (stereo not given)	-8%	8%	-4%	1.4	0%	-4	6%	-3%
CCCC(=O)Nc1ccc(C(=O)/C=C/c2ccc(SC)cc2)cc1	-5%	6%	-4%	-4.3	-4%	-1	4%	-2%
CSc1ccc(CN(C)C(=O)CNC(=O)CNS(=O)(=O)c2ccc(C)c(C)c2)cc1	0%	?	1%	0.7	2%	-3	0%	0%
CCNS(=O)(=O)c1ccc(CCC(=O)Nc2ccccc2C(=O)OC)cc1	-3%	13%	7%	0.2	-3%	6	2%	4%
Cc1ccc2c(C)nc(Nc3nc(CSc4nc5ccccc5[nH]4)cc(=O)[nH]3)nc2c1	14%	1%	6%	-1.7	-2%	.	-10%	-10%
Cc1ccc(NC(=S)N2CCCC(c3nc4ccc(C)cc4[nH]3)C2)c(C)c1 (stereo not given)	-2%	2%	-2%	0.7	1%	.	-1%	-8%
CC(C)C[C@@H](CO)N1CCN(Cc2cccc(C#N)c2)CCC1=O	-3%	38%[activator]	?	-0.5	-1%	1	8%	3%
O=C1NCC(Nc2ccc(Cl)cc2)C(=O)N1 (stereo not given)	5%	4%	10%	0.4	.	0	7%	-3%

Among those listed so far, seven have two or more sulfur atoms.
SMILES	EPAC1 ag	EPAC2 antagonist	EPAC1 antag	CCT chaperon mod	Mm-Cpn inhibitor	PI5P4Ka inh	WRN helicase inh	PLK1 PBD block
Cc1ccc(NC(=S)NNC(=S)NC2CCCCC2)cc1	-8%	1%	-24%	-1.7	-4%	?	-26%	-20%
Cc1cc(NC(=O)CSc2nc3c(c(=O)n2-c2ccc(Cl)cc2)SCC3)no1	-7%	19%	3%	1.8	.	.	-16%	-1%
O=C(Cc1cccc2ccccc12)N/N=C/c1ccc(Sc2nc3ccccc3s2)o1	-1%	5%	1%	-3.3	-1%	0	-1%	-4%
O=S(=O)(c1ccc2ccccc2c1)N1CCN(C(=S)Nc2ccc(F)c(Cl)c2)CC1	7%	0%	-16%	-3.4	-19%	5	-9%	-9%
Cn1nnnc1SCC(=O)Nc1sccc1C(N)=O	-3%	-2%	-16%	-2.0	-1%	-25	-6%	-4%
CC1(C)Cc2c(c(N3CCCCC3)[nH]c(=S)c2C#N)CS1	9%	3%	2%	-1.6	0%	1	-24%	-27%
CSc1ccc(CN(C)C(=O)CNC(=O)CNS(=O)(=O)c2ccc(C)c(C)c2)cc1	0%	?	1%	0.7	2%	-3	0%	0%

Copied from the results shown for reference:
SMILES	EPAC1 ag	EPAC2 antagonist	EPAC1 antag	CCT chaperon mod	Mm-Cpn inhibitor	PI5P4Ka inh	WRN helicase inh	PLK1 PBD block
CC(C)C[C@@H](CO)N1CCN(Cc2cccc(C#N)c2)CCC1=O	-3%	38%[activator]	?	-0.5	-1%	1	8%	3%
O=C1NCC(Nc2ccc(Cl)cc2)C(=O)N1 (stereo not given)	5%	4%	10%	0.4	.	0	7%	-3%
